AMA1-RON2 inh: qHTS for Inhibitors of AMA1-RON; Towards Development of Antimalarial Drug Lead: Primary Screen; Plasmodium falciparum AMA1 (3D7) - RON2 peptide interaction; AlphaScreen AMA1-biotinylated RON2 peptide binding; Potency, µM (doses to about 58.2 µM), for the others: at the top dose activity change, negative = inhibition, usual class: inhibitors; 360,000 tested, 0.2% active; AID 720542, 2013; active means well fitted inhibition curve with a large enough effect; inconclusive means small, poorly fitted or top-dose-only effect; inactive means no such curve, though single readings can be large or run the other way;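 further: potency means the concentration at half of the fitted maximal effect; 0% = vehicle wells and -100% = peptide control; nearly all actives have a fitted effect of over 45% in size; some results filed as inactive show a strong effect at the top dose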
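AMA1 (3D7) with his tag at 25 nM final met compounds first, then biotinylated RON2 peptide at 25 nM; detection used donor plus acceptor beads, 10 µg/mL apiece, read by AlphaScreen after 30 min at room temperature.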
HCMV antiviral: qHTS Assay for inhibitors of the human cytomegalovirus (HCMV); HFF cells, HCMV-luciferase reporter, 72 h; hits give low values; AID 1259415, 2018; activity change, negative = inhibition, % at 57.5 µM; 410,000 tested, 4.5% active; in the data active means activity change below about -60%; inconclusive means no clear call, values can overlap the other calls; inactive means above about -39%
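Inhibition of viral replication was scored as loss of reporter luminescence in HFFs infected with HCMV-luciferase (MOI 1 PFU/cell) for 72 h; compounds tested at 2 doses, normalized to buffer and Salinomycin controls.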
* hit, by the source's call; ? = inconclusive; [ ] = remark or other dose. Unless noted, on the % scale 0 is the no-effect control and ±100 the full control effect.

SMILES,AMA1-RON2 inh,HCMV antiviral
COc1ccc(NC(=O)N(C)C[C@H]2OCCCC[C@H](C)Oc3ccc(NS(=O)(=O)c4cn(C)cn4)cc3C(=O)N([C@H](C)CO)C[C@@H]2C)cc1,-2%,6
CCOC(=O)[C@]12CCC=C1N(Cc1cccc3ccccc13)C(=O)[C@H](CC(=O)NCc1cccc3ccccc13)C2,-14%,3
COc1cc(Cn2c3ccc(NC(=O)CC(C)c4ccccc4)cc3c(=O)n2C)ccc1F (stereo unspecified),-4%,-10
Cc1ccc(NC(=O)COC(=O)c2ccc3ncsc3c2)c(C)c1,-1%,11
O=C(Nc1ccc2c(c1)OCCO2)C1c2ccccc2OCC(=O)N1Cc1ccccn1 (stereo unspecified),74%[activator],3
CCCCCCCCN1C(=O)[C@H](CC(=O)N2CCC(c3ccccc3)CC2)C[C@@]2(C(=O)OC)CCCCC=C12,-4%,-17
C=Cc1ccc(Cn2c(C)c(C(=O)NCc3ccc(Cl)c(Cl)c3)sc2=O)cc1,-11%,?
N#Cc1nc2ccccc2n1OCc1ccccc1,6%,-10
CN(C)CCNC(=O)c1cccc(-c2cccc3nncn23)c1,1%,-4
O=C(NCc1ccccc1)c1ccc(-c2cn[nH]c2)c2ccoc12,68%[activator],97
COc1ccccc1-c1ccc2c(c1)C(C)(Cc1cc(Cl)ccc1C(F)(F)F)C(=O)N2 (stereo unspecified),-7%,?
COc1ccc(C(C)(NC(C)=O)c2nc(-c3ccncc3)cs2)cc1 (stereo unspecified),-8%,-4
COCC(=O)Nc1ccc2c(c1)[C@@H]1C[C@H](CC(=O)OC)O[C@H](CO)[C@@H]1O2,4%,-2
Cc1[nH]c2ccccc2c1C(=O)C(=O)NCc1nnnn1-c1ccc(F)c(F)c1,-8%,4
COCCN(Cc1ccc(C)cc1)C(=O)[C@H]1O[C@@H](n2ccc(=O)[nH]c2=O)[C@H](O)[C@@H]1O,9%,19
CCc1nnc(NC(=O)C(NS(=O)(=O)c2ccccc2)C(C)C)s1 (stereo unspecified),1%,-29
CC1(C(=O)NCc2ccc(Cl)cc2)CCN1C(=O)c1cccc(F)c1 (stereo unspecified),7%,8
O=S1(=O)CC(N2CC=CC2)CN1Cc1cn(Cc2cccc(Cl)c2)nn1 (stereo unspecified),2%,16
COc1ccc(CN(C)C[C@H]2OCCCC[C@@H](C)Oc3ccc(NC(=O)c4ccccc4)cc3C(=O)N([C@H](C)CO)C[C@@H]2C)cc1,11%,-14
OCCCNc1ncnc2c1ncn2[C@H]1CN(Cc2ccc(-c3ccccc3)cc2)C[C@@H](CO)O1,2%,13
Cc1ccn2c(Cc3ccccc3)c(-c3ccccc3)nc2c1,-29%,29
N#Cc1csc(CCNC(=O)c2ccccc2)n1,-4%,?
CC(=O)Nc1cccc(-c2ccnc3c2CC(C(=O)NCCN(C)C)O3)c1 (stereo unspecified),5%,21
CCN(CC)C(=O)c1csc(COCCO)n1,17%,26
O=c1cc(-c2ccccc2)oc2ccc3ccccc3c12,0%,?
CN(C1CCCCC1)S(=O)(=O)c1ccc2c(c1)c(=O)c(C(=O)O)cn2C,5%,-25
COCCNC(=O)C1(C)CCCN(C(=O)c2ccc(C#N)cc2)C1 (stereo unspecified),-9%,14
CCCCn1nnnc1C(c1cc2ccccc2o1)N1CCN(c2ccncc2)CC1 (stereo unspecified),2%,-25
O=C(CSCC(=O)OCC(=O)N1CCN(C(=O)c2ccco2)CC1)Nc1ccc(Cl)cc1,0%,22
Nc1ccc(CCCC(=O)NCc2cccnc2)cc1,1%,-6
CCCCN1CC(N(C)CCN(C)C)CS1(=O)=O (stereo unspecified),-1%,-3
CC1(C(=O)NS(=O)(=O)c2ccc(C#N)cc2)CCN1C(=O)C1(c2ccc(Cl)cc2)CCC1 (stereo unspecified),-1%,-18
CC(=O)N1Cc2cc(C(=O)NCc3cccc(F)c3)nc(-c3cccc(C4=CCCCC4)c3)c2[C@H]1CCO,-4%,4
CCCCNC(=O)C1(C)CCCCN1C(=O)c1ccc(C)c(F)c1 (stereo unspecified),5%,?
Clc1ccccc1-c1cnc2sc(NCc3ccc4c(c3)OCO4)nn12,16%,-19
CCCCCCCCN1C(=O)[C@H](CC(=O)NCc2ccc(OC)c(OC)c2)C[C@@]2(C(=O)OC)CC(C)(C)CC=C12,-25%,11
CCCC[C@@H]1CC2=C(C(=O)OC(C)(C)O2)[C@@H](c2ccc(Cl)cc2)O1,-1%,-13
O=C1C(=Cc2cn(-c3ccccc3)nc2-c2ccc(OCc3ccccc3F)cc2)SC(=S)N1CCS(=O)(=O)O,?,2
O=C(Nc1cc(S(=O)(=O)N2CCCC2)ccc1OCC(F)(F)F)c1ccncc1,11%,-23
CC(Nc1ccc(Br)cc1)C(=O)NC(=O)NC1CCCCC1 (stereo unspecified),-3%,-15
O=C(NC1CCCCC1)C1c2ccccc2OCC(=O)N1CCCN1CCOCC1 (stereo unspecified),-4%,-1
COc1ccc(C)cc1S(=O)(=O)N1CCCC(N2CCN(c3ccccc3)CC2)C1 (stereo unspecified),-10%,3
Cc1ccc(C)c(N2C(=O)c3ccc(C(=O)Nc4ccccn4)cc3C2=O)c1,-6%,47
CCCCCC(=O)N1C[C@H](O)[C@@H](n2cc(COC(=O)c3ccccc3)nn2)C[C@@H]1c1ccccc1,14%,9
Cc1noc(C)c1C(=O)N1CCC1(C)C(=O)NS(=O)(=O)c1cccs1 (stereo unspecified),-5%,27
Cc1ccccc1S(=O)(=O)N(C)C[C@H]1OCc2cnnn2CCCC(=O)N([C@H](C)CO)C[C@H]1C,-3%,3
COC(=O)C1=C(c2cccc(OCc3ccccc3)c2)C[C@@H]2CC[C@H]1N2C,-5%,-19
O=C(NCC1=C(c2ccc3ccccc3c2)C[C@@H]2CC[C@H]1N2Cc1ccco1)c1ccc([N+](=O)[O-])cc1,?,15
CCCc1nc2c3ccccc3ccn2c1Cc1cccc(F)c1,-10%,49
Cc1ccccc1CN1CCN(C(=O)[C@H]2O[C@@H](n3cnc4c(N)ncnc43)[C@H](O)[C@@H]2O)CC1,5%,-6
C[C@@H]1CN([C@@H](C)CO)C(=O)CCCn2nncc2CO[C@@H]1CN(C)S(=O)(=O)c1ccc(Cl)cc1,0%,20
Cc1nc2ccc(C(=O)Nc3cccc(NS(C)(=O)=O)c3)cn2c1N(C)C(=O)CCc1ccccc1,14%,0
Cc1ccc(CS(=O)Cc2ccc(C(=O)NCCCc3ccccc3)o2)cc1 (stereo unspecified),-9%,-13
CC(C)(C)C(c1nc2ccccc2[nH]1)n1c(-c2ccsc2)nc2ccccc21 (stereo unspecified),9%,57
COc1ccc(Cc2c(-c3ccc(C)cc3)nc3c4ccccc4ccn23)c(C)c1,-12%,24
COc1cc(C=NCc2ccccc2)ccc1O,-6%,14
COc1ccc(C(=O)c2ccccc2)cc1CN1CCOCC1,-7%,34
COc1ccc(CN2C(=O)C(CC(=O)NC(c3ccccc3)c3ccccc3)CC(C(=O)N(C)C)=C2C)cc1 (stereo unspecified),-7%,-9
COc1ccc(OC(=O)N(C)C[C@H]2OCc3cnnn3CCCC(=O)N([C@H](C)CO)C[C@@H]2C)cc1,1%,11
COc1ccc(-c2csc(C(NC(C)=O)c3cccc(F)c3)n2)cc1 (stereo unspecified),17%,?

(next part)
SMILES,AMA1-RON2 inh,HCMV antiviral
C(=C\c1ccccc1)/CN1CCN(C(CCc2ccccc2)c2nnnn2C2CCCCC2)CC1 (stereo unspecified),?,-40
CC(C)n1c(=O)c2ccccc2n1S(C)(=O)=O,4%,11
CSCCC(c1nnnn1-c1ccc2c(c1)OCCO2)N1CCC(n2c(=O)[nH]c3ccccc32)CC1 (stereo unspecified),?,-72*
CCOC(=O)C1=CCN(S(=O)(=O)c2ccc(F)cc2)C1c1cccc(F)c1 (stereo unspecified),6%,-31
Cc1cccc(C)c1NC(=O)C1(C)CCC(=O)N1CCc1c[nH]c2ccccc12 (stereo unspecified),-1%,5
CC(=O)NC(c1ccccc1)c1nc(-c2cncnc2)cs1 (stereo unspecified),0%,-15
O=S1(=O)C[C@@H](N2CCCC2)[C@H](COCc2ccccc2)N1,-1%,-15
COc1cccc(CN2CCC2(C)C(=O)NCc2cccc(C(F)(F)F)c2)c1OC (stereo unspecified),-4%,-3
CCOC(=O)C1(C)CCCN(C(=O)c2ccc(OC)c(OC)c2)C1 (stereo unspecified),5%,-1
COC(=O)[C@@]12C[C@@H](CC(=O)N3CCCCC3)C(=O)N(Cc3cccc4ccccc34)C1=CCC(C)(C)C2,-21%,30
COC(=O)c1ccc(COC(=O)C2CCN(S(=O)(=O)c3c(C)cc(C)cc3C)CC2)o1,7%,-8
O=C(CC[C@H]1O[C@@H](n2ccc(=O)[nH]c2=O)[C@H](O)[C@@H]1O)N[C@H](Cc1ccccc1)C(=O)NCc1cccs1,-1%,-3
COc1ccc(N2CCN(C(c3ccccc3)c3nnnn3C(C)(C)C)CC2)cc1 (stereo unspecified),-25%,-4
COCCN(Cc1ccc(C)cc1)C(=O)[C@H]1O[C@@H](n2ccc(N)nc2=O)[C@H](O)[C@@H]1O,-1%,22
CC1COc2c3ccccc3nn21 (stereo unspecified),7%,6
N#CC(=C1NC(=O)c2ccccc21)c1nc2ccccc2n1CCO,128%[activator],?
COc1ccccc1CN1CCNC(=O)C1CC(=O)NCCCN1CCOCC1 (stereo unspecified),9%,-18
CCOC(=O)C1(C)CCN1C(=O)c1cccc(OC)c1 (stereo unspecified),1%,15
COc1ccc(C(=O)NN/C=C/C(=O)c2ccc(Br)cc2)cc1,153%[activator],49
C#CCNC(=O)C[C@@H]1C[C@@]2(C(=O)OC)CCCCC=C2N(CCC2=CCCCC2)C1=O,5%,-3
CCOC(=O)[C@]12Cc3ccccc3[C@H]1N(CCC(=O)OC)C(=O)c1cc(OC)ccc12,12%,-99*
CCOC(=O)Cc1csc(NC(=O)CSc2nnc(-c3ccc(NS(=O)(=O)CC)cc3)o2)n1,83%[activator],31
CCN(CC)C(=O)c1cccc(-c2csc(C(O)c3ccc(OC)cc3)n2)c1 (stereo unspecified),-1%,-13
C[C@@H]1CN([C@@H](C)CO)C(=O)c2cc(Br)cnc2O[C@@H]1CN(C)S(C)(=O)=O,-5%,2
Cc1cccc(C)c1NC(=O)C1(C)CSCC(=O)N1CCC(C)C (stereo unspecified),2%,102
COCCNc1ncnc2c1ncn2[C@H]1CN(Cc2ccc(F)cc2)C[C@@H](CO)O1,-4%,-4
CC(Nc1nc(-c2cccnc2)nc2ccccc12)c1ccccc1 (stereo unspecified),-17%,?
C[C@H](CO)N1C[C@H](C)[C@H](CN(C)S(=O)(=O)c2ccc(Oc3ccccc3)nc2)OCc2cnnn2CCCC1=O,-1%,12
Cc1cc(C)n(CCNC(=O)[C@H]2O[C@@H](n3ccc(N)nc3=O)[C@H](O)[C@@H]2O)n1,9%,-25
CC(C)CC(=O)Nc1nnc(SCC(=O)NC2CCCC2)s1,-7%,4

Seven compounds drawn at random from the list so far, as already listed:
SMILES,AMA1-RON2 inh,HCMV antiviral
CC(C)CC(=O)Nc1nnc(SCC(=O)NC2CCCC2)s1,-7%,4
COCCNc1ncnc2c1ncn2[C@H]1CN(Cc2ccc(F)cc2)C[C@@H](CO)O1,-4%,-4
CCOC(=O)Cc1csc(NC(=O)CSc2nnc(-c3ccc(NS(=O)(=O)CC)cc3)o2)n1,83%[activator],31
N#CC(=C1NC(=O)c2ccccc21)c1nc2ccccc2n1CCO,128%[activator],?
C[C@H](CO)N1C[C@H](C)[C@H](CN(C)S(=O)(=O)c2ccc(Oc3ccccc3)nc2)OCc2cnnn2CCCC1=O,-1%,12
C#CCNC(=O)C[C@@H]1C[C@@]2(C(=O)OC)CCCCC=C2N(CCC2=CCCCC2)C1=O,5%,-3
Cc1cccc(C)c1NC(=O)C1(C)CSCC(=O)N1CCC(C)C (stereo unspecified),2%,102

More records:
SMILES,AMA1-RON2 inh,HCMV antiviral
O=S1(=O)N[C@@H](Cc2ccccc2)COc2cc(N3CCN(Cc4ccccc4F)CC3)ccc21,15%,-9
O=C(NCc1ccccc1)C(c1cccc2ccccc12)n1c(=O)c(-c2ccccc2)nc2ccccc21 (stereo unspecified),-4%,?
CC(C)CC1NC(=O)c2cccnc2-n2c1nc1ccccc1c2=O (stereo unspecified),14%,-6
CN1CCN(c2ccc(CNC[C@H]3O[C@@H](n4cnc5c(=O)[nH]c(N)nc54)[C@H](O)[C@@H]3O)c(F)c2)CC1,13%,20
C[C@@H]1CCCCO[C@@H](CN(C)C(=O)Nc2ccc3c(c2)OCO3)[C@@H](C)CN([C@H](C)CO)C(=O)c2cc(N(C)C)ccc2O1,-9%,19
Cc1ccc(S(=O)(=O)NNc2c3ccccc3nc3ccc(Cl)cc23)cc1,-3%,-23
CC(C)(C)Cc1c(-c2ccc(C#N)cc2)nc2ccc(Cl)cn12,-10%,14

From PubChem

An excerpt; rates above refer to the full screens.
